Bioassay records (PubChem BioAssay)
MBNL1-CUG inh: qHTS Assay for Inhibitors of MBNL1-poly(CUG) RNA binding; Muscleblind-like protein 1 (Homo sapiens), Q9NR56; TR-FRET MBNL1-His/biotin-(CUG)12 binding, 665/545 ratio; Potency, µM (highest dose often 57.5 µM), for the others: at the top dose activity change, negative = inhibition, usual class: inhibitors; 0.036% of 280,000 active; AID 2675, 2010; active = well fitted inhibition curve with a large enough effect in the signal ratio, with a control signal flat, not every such curve was filed as active; inconclusive = small, poorly fitted or top-dose-only effect, or effect the other way, or a change in a side signal; inactive = no such curve, though single readings can be large or run the other way; the % refers to the signal ratio; note: potency is the fitted concentration of half-maximal effect; % is set by controls: 0 for no effect and ±100 for the full control effect
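TR-FRET readout: Ex 340 nm, 665/545 nm emission ratio, normalized to buffer-only (basal) and MBNL1-(CUG)12 controls. Complex of MBNL1-His with Biotin-(CUG)12, compounds 92 nM–58 uM, incubated 60 min at room temperature.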
Mito fusion act: qHTS Assay for Small Molecule Inhibitors of Mitochondrial Division or Activators of Mitochondrial Fusion | S. cerevisiae fusion-defective mutant growth rescue, CellTiterGlo 48 h | Potency, µM (top dose mostly 46.1 µM), for inactives: top-dose growth rescue (activation), actives largely listed as activators | 0.23% of 320,000 active | AID 485298, 2010;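 note: potency is the fitted concentration of half-maximal effect; % of control where 0% means no effect; nearly all actives have a fitted effect of over 45% in size; temperature-sensitive fusion mutants such as fzo1-1 at 37 °C on non-fermentable ethanol glycerol medium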
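Yeast fusion mutant, YPEG (non-fermentable carbon), compound, 48 h at 37C non-permissive; CellTiterGlo added, 10 min RT, luminescence read. Rescued growth = division inhibition.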
A-T KAP1 phos: qHTS Assay for Identifying a Potential Treatment of Ataxia-Telangiectasia; […] A-T fibroblasts, KAP-1 phosphorylation AlphaLISA; neocarzinostatin DNA damage 30 min before lysis; Potency, µM (series often up to 57.5 µM), without a hit: at the top dose activation, actives largely listed as activators; 0.19% of 320,000 active; note: potency is the fitted concentration of half-maximal effect; % of control where 0% means no effect; nearly all actives have a fitted effect of over 45% in size
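ATM-like activity read as KAP-1 phosphorylation via AlphaLISA donor/acceptor antibody pairs after lysis and 6 hr at 25C. Cells were ATM-null patient fibroblasts ([…], hTERT), dosed 60 min, then exposed to the DSB inducer NCS for 30 min.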
a7 integrin act: qHTS for Activators of Integrin-Mediated Alleviation for Muscular Dystrophy; 0.064% of 350,000 active; AID 624291, 2012; Potency, µM (doses to about 38.3 µM), inactives show top-dose activation, hits mostly activators; alpha7betagal myoblasts, beta-gal FDG fluorescence, 48 h;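 note: potency is the fitted concentration of half-maximal effect; 100% = response of the positive control SU9516; nearly all actives have a fitted effect of over 60% in size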
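Alpha7betagal+/- myoblasts (passage 13) were plated 16-24 hr, then exposed to compounds (1:260 dilution of DMSO stock) for 48 hours at 37C. After MPER lysis, β-galactosidase reporter activity was read as FDG fluorescence (ex 480/em 540) after 30 minutes.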
TCR act: Activators of T cell receptors: qHTS campaign. Potency, µM (series often up to 9.22 µM), for inactives: at the highest dose activation of IL-2 secretion, hits mostly activators. 330,000 tested, under 10 active. primary human leukocytes, anti-CD3, IL-2 HTRF, 48 h; note: % of control where 0% means no effect
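Primary human leukocytes receive a-CD3 beads and test compound and are incubated 48 hr. Secreted IL-2 is then assayed by HTRF, measuring 665nm acceptor emission after 320nm excitation of the europium donor.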
TSG101-PTAP inh: qHTS Assay for Iinhibitors of HIV-1 Budding by Blocking the Interaction of PTAP/TSG101 | Tumor susceptibility gene 101 protein (Homo sapiens), Q99816 | Fluorescence polarization, FITC-PTAP peptide / Tsg101 binding | Potency, µM (top dose mostly 115 µM), for inactives: top-dose activity change, negative = inhibition, hits mostly inhibitors | 340,000 tested, under 10 active; active = well fitted inhibition curve with a large enough effect in the main read-out, with a control signal flat, not every such curve was filed as active; inconclusive = small, poorly fitted or top-dose-only effect, or effect the other way, or a change in a side signal; inactive = no such curve, though single readings can be large or run the other way; note: potency is the fitted concentration of half-maximal effect; % of control where 0% means no effect
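Fluorescence anisotropy tracks displacement of a FITC-tagged PTAP peptide (50 nM) from the Tsg101 binding domain (10 uM), following a 20 min room-temperature incubation at pH 7.5.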
S-ASM inh: Inhibitors of Secretory Acid Sphingomyelinase (S-ASM): qHTS | Potency, µM (doses to about 57.5 µM), inactives show top-dose activity change, negative = inhibition, most hits filed as inhibitors | 0.006% of 340,000 active | placental ASM, HMU-PC fluorogenic substrate, 60 min | Sphingomyelin phosphodiesterase (Homo sapiens), P17405; note: potency is the fitted concentration of half-maximal effect
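Fluorogenic HMU-PC substrate (9 uM final) is turned over by placental ASM in 60 min at 37 C after a 10 min compound preincubation. Reaction ended by alkaline stop (pH 10), with fluorescence read at 386/447 nm.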
TSHR antagonist: Antagonists of the Thyroid Stimulating Hormone Receptor: HTS campaign; Thyrotropin receptor (Homo sapiens), P16473; activity change, negative = inhibition, % at 11.5 µM; TSHR-expressing cells, TSH-stimulated cAMP HTRF, 2 h; hits give low values; 0.2% of 330,000 active;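 active = activity change below a set negative limit, meaning inhibition stronger than a set level, cut at about -70% in these data; inconclusive = activity change between two set negative limits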; note: % is set by controls: 0 for no effect and ±100 for the full control effect
Target sequence (P16473 whole entry, looked up): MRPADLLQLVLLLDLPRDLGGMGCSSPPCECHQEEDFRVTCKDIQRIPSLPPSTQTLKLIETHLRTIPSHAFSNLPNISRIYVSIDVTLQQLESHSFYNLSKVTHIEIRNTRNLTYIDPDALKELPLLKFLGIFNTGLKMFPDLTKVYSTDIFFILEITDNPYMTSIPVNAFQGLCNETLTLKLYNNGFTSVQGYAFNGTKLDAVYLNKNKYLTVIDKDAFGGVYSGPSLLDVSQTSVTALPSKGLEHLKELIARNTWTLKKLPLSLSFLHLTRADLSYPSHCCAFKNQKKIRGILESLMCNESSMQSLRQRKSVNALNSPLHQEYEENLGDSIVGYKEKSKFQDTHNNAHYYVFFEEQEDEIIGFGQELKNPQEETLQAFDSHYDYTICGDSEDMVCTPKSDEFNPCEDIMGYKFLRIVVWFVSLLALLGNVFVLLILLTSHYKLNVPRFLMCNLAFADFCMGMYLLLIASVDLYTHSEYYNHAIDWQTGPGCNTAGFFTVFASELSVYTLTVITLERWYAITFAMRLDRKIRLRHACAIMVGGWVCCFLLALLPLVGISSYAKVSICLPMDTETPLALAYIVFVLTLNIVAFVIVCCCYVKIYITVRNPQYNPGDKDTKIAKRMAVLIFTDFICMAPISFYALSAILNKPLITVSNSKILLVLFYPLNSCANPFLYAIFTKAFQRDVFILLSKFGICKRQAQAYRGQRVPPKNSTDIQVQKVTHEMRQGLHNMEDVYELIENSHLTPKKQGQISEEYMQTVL
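Cell-based HTRF cAMP assay; TSHR cells + compound, TSH EC80 (4nM final), 2 h, 37 deg C. Lysis with anti-cAMP cryptate and cAMP-d2, 30 min RT, read 665/620 nm.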
Menin MLL FP TR: qHTS Assay for Inhibitors Targeting the Menin-MLL Interaction in MLL Related Leukemias: Competition With Texas Red Labeled MLL-derived Mutant Peptide. O00255. Menin + Texas Red MLL mutant peptide, fluorescence polarization. Potency, µM (doses to about 61.6 µM), for the others: at the top dose FP activity change, negative = inhibition, most hits filed as inhibitors. AID 1768, 2009. 0.23% of 270,000 active; active = well fitted inhibition curve with a large enough effect in the polarisation, with a control signal flat, not every such curve was filed as active; inconclusive = small, poorly fitted or top-dose-only effect, or effect the other way, or a change in a side signal; inactive = no such curve, though single readings can be large or run the other way; the % refers to the polarisation; note: potency is the fitted concentration of half-maximal effect; % of control where 0% means no effect; many of its hits are not listed in these tables
MLL CXXC-DNA inh: qHTS Fluorescence Polarization Assay for Inhibitors of MLL CXXC domain - DNA interaction. Potency, µM (highest dose often 115 µM), for the others: at the highest dose activity change, negative = inhibition, hits mostly inhibitors. AID 2662, 2010. Histone-lysine N-methyltransferase 2A (Homo sapiens), Q03164. 0.037% of 290,000 active. MLL-CXXC / FITC-HOXA9 DNA fluorescence polarization; active = well fitted inhibition curve with a large enough effect in the polarisation, with a control signal flat, not every such curve was filed as active; inconclusive = small, poorly fitted or top-dose-only effect, or effect the other way, or a change in a side signal; inactive = no such curve, though single readings can be large or run the other way; the % refers to the polarisation; note: potency is the fitted concentration of half-maximal effect
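Fluorescence polarization: 7 uM MLL-CXXC (stock) preincubated 5 min with compounds, then 50 nM fluorescein-HOX-A9 DNA (stock) added; 30 min ambient. Buffer 50 mM Tris-HCl pH 7.5, 50 mM NaCl, 1 mM DTT, 0.05% BSA.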
* hit, by the source's call; u = inconclusive; x = not tested or not shown; & = joins results of further samples; [ ] = remark or other dose. Unless noted, calls come from the whole dose curve; as a rule, active = well fitted curve in the direction sought with a large enough effect; inconclusive = small, poorly fitted or top-dose-only effect, or another doubt; inactive = no such curve, though single readings can be large; an effect the other way counts as inactive or inconclusive.

SMILES	MBNL1-CUG inh	Mito fusion act	A-T KAP1 phos	a7 integrin act	TCR act	TSG101-PTAP inh	S-ASM inh	TSHR antagonist	Menin MLL FP TR	MLL CXXC-DNA inh
Cc1ccc(OCC(=O)N(Cc2ccccc2)c2ccccn2)cc1	10%	8%	5%	10%	5%	-1%	2%	6	-15%	24%
COc1cccc2sc(N(C)c3ccccc3)nc12	3%	11%	0%	4%	2%	-2%	0%	-19	7%	5%
CC1CCC(NC(=O)c2cc3c(s2)CS(=O)(=O)C3)CC1 (stereo not drawn)	-2%	0%	1%	13%	x	-13%	2%	-7	-10%	-6%
O=C(CCn1c(SCC(=O)NCc2ccco2)nc2ccccc2c1=O)NCCc1ccccc1	1%	1%	-8%	10%	1%	-3%	0%	-11	-10%	1%
CN(C)CC(=O)N1c2ccccc2CCc2ccc(NC(=O)c3ccc(N)cc3)cc21	3%	0%	x	11%	10%	-4%	-2%	8	-2%	u
CCC(=O)N(C)C(c1ccccc1Cl)c1nnnn1-c1c(C)cccc1C (stereo not drawn)	0%	1%	1%	-5%	-6%	-5%	0%	-6	-10%	u
COc1ccc(C2CC(c3ccccc3)=NN2C(=O)COC(=O)c2cccc(S(=O)(=O)N3CCOCC3)c2)cc1 (stereo not drawn)	108%[activator]	2%	7%	6%	-5%[46.1 µM]	-1%	-4%	-13	-24%	9%
O=C(NCc1ccccc1)N1CCN(c2ccc(F)cc2)CC1	-2%	1%	0%	-20%	-2%[46.1 µM]	-4%	1%	5	11%	4%
COc1ccc(C(=O)C2CCCN(Cc3cccn3-c3nccs3)C2)cc1OC (stereo not drawn)	-10%	-1%	-7%	-5%	4%	4%	4%	2	x	0%
COc1cc(C2C3=C(CCCC3=O)Nc3c2c(C)nn3-c2cccc(C)c2)cc(OC)c1O (stereo not drawn)	2%	u	8%	10%	-5%	-6%	5%	17	x	1%
NC(=O)c1ccccc1NC(=O)CN1CCCCCC1	-3%	18%	-1%	14%	-9%	-2%	3%	-2	x	-2%
CCOc1ccc(CC(=O)Nc2c3c(nn2C(C)(C)C)CS(=O)(=O)C3)cc1	3%	0%	2%	-3%	2%	-4%	1%	-1	-1%	-2%
N/C(=N\OC(=O)N1CCOCC1)c1ccccc1	-3%	7%	2%	13%	-2%	-20%	3%	4	20%	-8%
NC(=O)c1cccnc1	-7%	-1%	2%	x	0%	-4%	1%	-23	-2%&7%&1%	8%&-5%
COC(=O)c1ccc(C(=O)OC)c(NC(=O)CSc2cccc[n+]2[O-])c1	0%	-7%	1%	u	4%	0%	25%	1	-16%	-11%
Cc1ccc(S(=O)(=O)NC(CC(C)C)C(=O)NCCCn2nc(C)cc2C)cc1 (stereo not drawn)	x	-9%	-2%	1%	3%	0%	-1%	-32	x	x
O=C(COC(=O)c1cccnc1Cl)NC(=O)c1ccc(OC(F)F)cc1	x	x	10%	1%	5%	-2%	-2%	x	x	x
COCc1cc(C)nc(NCCO)c1C#N	-3%	-1%	x	12%	-3%	1%	1%	x	11%	-3%
Cc1csc(SC(C)C(=O)NCc2ccc3c(c2)OCO3)n1 (stereo not drawn)	2%	19%	-3%	11%	-8%	-1%	0%	0	1%	11%
Cn1[nH]c(CSc2ccc(Cl)cc2)cc1=O	-3%	-2%	-7%	23%	-5%	-3%	5%	11	u	2%
N#CCc1ccc(NC(=O)c2ccc(CN3CCc4ccccc4C3)cc2)cc1	-1%	-2%	1%	3%	-3%	-2%	1%	-32	u	5%
COc1cc(/C=N/NC(N)=O)c(Br)cc1OCC(=O)Nc1ccccc1C	6%	2%	6%	-35%	5%	-3%	0%	35	x	38%[activator]
O=C(Nc1ccc(N2CCN(Cc3ccccc3)CC2)cc1)c1ccccc1[N+](=O)[O-]	14%	-5%	6%	14%	3%	-5%	0%	8	-2%	1%
Cc1ccc2nc(SCc3cccc([N+](=O)[O-])c3)nc(C)c2c1	u	-1%	4%	8%	-45%	-3%	-8%	-6	24%	-2%
CCOC(=O)CSc1nc2c(c(-c3ccc(C)o3)c1C#N)CCCC2	15%	17%	1%	7%	-4%	-4%	7%	-35	-1%	-1%
COc1ccccc1C1=NOC(Cn2c(NCC3CCCO3)nc3c2c(=O)n(C)c(=O)n3C)C1 (stereo not drawn)	-3%	1%	1%	1%	3%	0%	1%	29	x	4%
COc1ccc(NC(=O)CCn2nnc(-c3ccc(C)cc3)n2)cc1OC	1%	-2%	-3%	-7%	-7%[46.1 µM]	0%	-6%	2	12%	8%
Cc1cccc(-c2n[nH]c([N+](=O)[O-])n2)c1	-3%	0%	-3%	u	0%	-1%	1%	21	-3%	-15%
CN1CCCC(OC(=O)c2ccc(Cl)cc2)C1 (stereo not drawn)	-17%	-3%	2%	-12%	0%	-4%	3%	22	x	-4%
Cc1ccc(S(=O)(=O)Nc2cccc3c2O[C@@H](CN(C)C(=O)Nc2ccc4c(c2)OCO4)[C@H](C)CN([C@@H](C)CO)C3=O)cc1	x	x	1%	16%	-2%	-2%	-4%	-6	x	x
O=C1N(c2ccccc2)C[C@@H]2C[C@@H](c3cccs3)N3CCC[C@@]123	18%	8%	4%	-34%[inhibitor]	0%	-5%	2%	13	-15%	4%
COc1ccc(Cc2n[nH]c(=S)n2Cc2ccccc2)cc1Cl	-2%	-1%	-3%	-11%	4%	-3%	4%	5	-1%	-26%
NCC1OC(n2cnc3c(N)ncnc32)CC1O (stereo not drawn)	x	x	x	28%	-2%	0%	5%	x	x	x
O=C1c2cccc(OCC(=O)N3CCCc4ccccc43)c2CCN1Cc1cccnc1	-15%	1%	4%	-15%	0%	-2%	3%	-17	-24%	25%
C#CCO[C@@H]1C[C@H](n2ccc(NC(=O)c3ccccc3)nc2=O)O[C@@H]1CO	-5%	22%	-39%	4%	6%	-12%	-4%	15	x	9%
COc1ccc(-c2nn(CC(=O)N3CCCCC3)c(=O)c3ccccc23)cc1	7%	-3%	5%	x	x	x	x	24	-3%	-8%
CCOC(=O)Cc1csc(NS(C)(=O)=O)n1	0%	1%	0%	17%	11%	1%	-2%	4	0%	-9%
Cn1c(N)c(C(=O)COC(=O)/C=C/c2ccccc2)c(=O)n(C)c1=O	x	x	-5%	-38%	-7%[46.1 µM]	0%	-6%	80	x	x
CCCCN1C(=O)C(=O)N(CC(=O)Nc2cccc(C(C)=O)c2)C1=O	x	2%	-6%	2%	-4%	-3%	0%	9	x	x
CCC(NC(=O)c1ccccc1Br)c1ccccc1 (stereo not drawn)	2%	2%	-2%	11%	-31%	-1%	4%	-1	-3%	10%
COc1ccc(CC(=O)Nc2ccc(S(=O)(=O)Nc3cc(OC)nc(OC)n3)cc2)cc1	-8%	19%	-8%	12%	1%	-10%	-4%	30	18%	3%
C=CCSc1nsc(N)n1	0%	2%	3%	-5%	x	-1%	1%	7	22%	-4%
OCCN1CCN(CCO)C1=S	x	x	x	12%	8%	0%	0%	x	x	x
CCOc1ccc(C(=O)OC2CCN(C)CC2)cc1	u	0%	5%	-19%	0%[46.1 µM]	-5%	5%	-7	-18%	-1%
CCCOc1ccc(Cc2c(Cl)nc(SC)nc2NC)cc1	-4%	17%	-1%	-31%	-5%[46.1 µM]	-4%	-20%	-16	26%	13%
COc1ccccc1CNC(=O)CCN1C(=O)c2ccccc2C1=O	4%	-1%	1%	0%	2%	0%	0%	3	7%	41%
COc1cc(C(=O)NCC2(N(C)C)CCCCC2)ccc1OCc1ccccc1	1%	-8%	-1%	8%	0%	0%	0%	0	-17%	-5%

These rows are one share of the data; rates above refer to the full screens.
